Bioassay records deposited in PubChem BioAssay by Broad Institute.
INS-1E ATP HTS – protection of INS-1E cells from cytokine death, primary screen, ATP luminescence, single point; INS-1E cytokine-induced death, 48 h; normalised: neutral wells 0, positive control 100; protection from cytokine-induced ATP loss, % at 10 µM; hit rate 0.1% among 20,000; AID 488910, 2010;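 active = mean replicate protection from cytokine-induced ATP loss at least 50% and at least 75% of replicates each reaching 50%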
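Assay system – rat INS-1E insulinoma cell line · Quantity – 8000 cells per well · Buffer or medium – RPMI without phenol red, 5% FBS · Schedule – 48 h co-treatment, 10 min post-lysis read · Technique – luminescent ATP assay (CellTiter-Glo)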
T cruzi HTS – inhibitors of intracellular Trypanosoma cruzi, primary screen, cell-based, plate reader, single point, set 2; activity score (inhibition), % at 5.01 µM; intracellular Trypanosoma cruzi in host cells; hit rate 4.9% among 22,000; in the data active = activity score above about 55%;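 note: parasites and compound incubated about four days before reading; 0% = median of neutral control wells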
* = called active by the depositor; . = not tested or not shown.

1: Cc1ccc(OC(=O)N(C)C[C@H]2OCc3cnnn3CCCC(=O)N([C@H](C)CO)C[C@@H]2C)cc1
  INS-1E ATP HTS: .
  T cruzi HTS: -19
2: Cc1ccc(OC(=O)N(C)C[C@@H]2OCc3cnnn3CCCC(=O)N([C@H](C)CO)C[C@H]2C)cc1
  INS-1E ATP HTS: .
  T cruzi HTS: 2
3: COc1ccc(OC(=O)N(C)C[C@H]2OCc3cnnn3CCCC(=O)N([C@@H](C)CO)C[C@H]2C)cc1
  INS-1E ATP HTS: .
  T cruzi HTS: 2
4: C[C@H]1CN([C@@H](C)CO)C(=O)CCCn2nncc2CO[C@H]1CN(C)C(=O)Oc1ccccc1
  INS-1E ATP HTS: 9
  T cruzi HTS: -7
5: C[C@@H]1CN([C@@H](C)CO)C(=O)CCCn2nncc2CO[C@@H]1CN(C)C(=O)Oc1ccccc1
  INS-1E ATP HTS: .
  T cruzi HTS: -5
6: COc1ccc(OC(=O)N(C)C[C@H]2OCc3cnnn3CCCC(=O)N([C@H](C)CO)C[C@H]2C)cc1
  INS-1E ATP HTS: .
  T cruzi HTS: 2
7: C[C@H](CO)N1C[C@H](C)[C@@H](CN(C)C(=O)Oc2cccc3ccccc23)OCc2cn(nn2)CCCC1=O
  INS-1E ATP HTS: .
  T cruzi HTS: 0
8: C[C@@H]1CN([C@@H](C)CO)C(=O)CCCn2nncc2CO[C@H]1CN(C)C(=O)Oc1ccccc1
  INS-1E ATP HTS: .
  T cruzi HTS: -1
9: C[C@@H]1CN([C@@H](C)CO)C(=O)CCCn2cc(nn2)CO[C@H]1CN(C)C(=O)Oc1ccc2ccccc2c1
  INS-1E ATP HTS: .
  T cruzi HTS: -8
10: C[C@@H]1CN([C@H](C)CO)C(=O)CCCn2cc(nn2)CO[C@H]1CN(C)C(=O)Oc1cccc2ccccc12
  INS-1E ATP HTS: .
  T cruzi HTS: 12
11: C[C@H](CO)N1C[C@H](C)[C@@H](CN(C)C(=O)Oc2ccc3ccccc3c2)OCc2cnnn2CCCC1=O
  INS-1E ATP HTS: .
  T cruzi HTS: 8

An excerpt from above in order of number of heavy atoms, smallest number first:
5: C[C@@H]1CN([C@@H](C)CO)C(=O)CCCn2nncc2CO[C@@H]1CN(C)C(=O)Oc1ccccc1
  INS-1E ATP HTS: .
  T cruzi HTS: -5
1: Cc1ccc(OC(=O)N(C)C[C@H]2OCc3cnnn3CCCC(=O)N([C@H](C)CO)C[C@@H]2C)cc1
  INS-1E ATP HTS: .
  T cruzi HTS: -19
6: COc1ccc(OC(=O)N(C)C[C@H]2OCc3cnnn3CCCC(=O)N([C@H](C)CO)C[C@H]2C)cc1
  INS-1E ATP HTS: .
  T cruzi HTS: 2
7: C[C@H](CO)N1C[C@H](C)[C@@H](CN(C)C(=O)Oc2cccc3ccccc23)OCc2cn(nn2)CCCC1=O
  INS-1E ATP HTS: .
  T cruzi HTS: 0

Among those listed so far, 2 have an aryl methoxy group.
3: COc1ccc(OC(=O)N(C)C[C@H]2OCc3cnnn3CCCC(=O)N([C@@H](C)CO)C[C@H]2C)cc1
  INS-1E ATP HTS: .
  T cruzi HTS: 2
6: COc1ccc(OC(=O)N(C)C[C@H]2OCc3cnnn3CCCC(=O)N([C@H](C)CO)C[C@H]2C)cc1
  INS-1E ATP HTS: .
  T cruzi HTS: 2

These rows are one share of the data; the hit share may differ from the screen's.
